Screening data: PubChem, several laboratories
pPAFAH FP inh – inhibitors of human plasma PAF acetylhydrolase (pPAFAH) | recombinant pPAFAH, FP-rhodamine probe fluorescence polarization | inhibition, % at 3.39 µM | hit rate 1.5% among 330,000 | AID 463082;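 active means inhibition above the mean inhibition across the screen plus 3 SD, cut at about 25% in these data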;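 further: inhibitors block binding of the rhodamine activity-based probe so polarization drops; 0% = enzyme with DMSO and 100% = wells lacking pPAFAH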
Target sequence (Q13093 whole entry, looked up): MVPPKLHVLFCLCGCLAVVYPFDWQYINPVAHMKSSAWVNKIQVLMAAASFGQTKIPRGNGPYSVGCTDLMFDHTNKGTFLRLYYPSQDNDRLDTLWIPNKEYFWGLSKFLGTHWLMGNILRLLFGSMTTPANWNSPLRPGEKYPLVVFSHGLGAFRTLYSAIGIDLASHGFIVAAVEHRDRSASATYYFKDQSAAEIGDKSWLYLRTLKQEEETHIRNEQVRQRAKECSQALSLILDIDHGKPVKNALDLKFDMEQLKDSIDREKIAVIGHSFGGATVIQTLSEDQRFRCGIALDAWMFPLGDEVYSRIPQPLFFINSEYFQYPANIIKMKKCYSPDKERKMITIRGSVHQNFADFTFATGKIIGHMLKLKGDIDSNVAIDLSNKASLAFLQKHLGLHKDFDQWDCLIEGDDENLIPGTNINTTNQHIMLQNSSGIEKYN
GLD-1 RNA inh – GLD-1-TGE RNA interaction inhibition (C. elegans); hit rate 0.44% among 320,000; inhibition, % at 5.96 µM; purified GLD-1 + fluorescein TGE RNA, fluorescence polarization; AID 2280; Q17339;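 active means percent inhibition above a per-plate cutoff, the plate mean of test compounds plus 3 SD, cut at about 30% in these data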;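 further: 0% = DMSO wells with GLD-1 and probe and 100% = wells lacking GLD-1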
AHR activator – human AHR activation; P35869; activation, % at 5 µM; AID 2796; hit rate 2.5% among 320,000; AHR-responsive luciferase reporter cells, luminescence; in the data active means activation above about 47%;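 further: 0% = vehicle wells and 100% = reference agonist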
MCL1-BIM inh – inhibitors of human MCL1 binding to BIM-BH3 peptide; Q07820; GST-MCL1 / FITC-Bim-BH3 fluorescence polarization; inhibition, % at 10.9 µM; hit rate 0.68% among 320,000; AID 2057;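 active means inhibition above the mean inhibition of all tested compounds plus 3 SD, set per campaign, cut at about 40% in these data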;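 further: 0% = DMSO wells and 100% = unlabeled Bim-BH3 peptide control; higher means more loss of mP so more displacement of Bim peptide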
MEX-5 binding – C. elegans MEX-5 TCR-2 RNA binding activity | Q9XUB2 | MEX-5/FITC-TCR2 RNA binding, fluorescence polarization; stronger effect = lower value | activity score (negative = inhibition of binding), % at 10 µM | hit rate 0.38% among 300,000;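 active means inhibition past about -25% in most replicates, and total fluorescence under double the plate's negative control median, limit read from the data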;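 further: 0% = DMSO and -100% = 5 µM competing unlabeled TCR2 RNA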
Fam108B inh – blocks mouse Fam108B hydrolase in RBBP9 counter-screen; recombinant Fam108B, FP-Rh probe fluorescence polarization; inhibition, % at 9.51 µM; hit rate 0.33% among 300,000;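 active means inhibition above the screen mean inhibition plus 3 SD, computed separately per campaign, cut at about 18% in these data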;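 further: inhibitors lower polarization as less probe binds the enzyme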
PAFAH1B2 inh – inhibitors of human PAFAH1B2; P68402; recombinant PAFAH1B2, FP-rhodamine activity probe, fluorescence polarization; inhibition, % at 3.39 µM; hit rate 1.2% among 340,000; AID 492953;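 active means inhibition above the mean of all tested compounds plus 3 SD, cut at about 24% in these data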;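 further: 0% = enzyme with DMSO and 100% = wells lacking PAFAH1B2; many of its hits are not listed in these tables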
Target sequence (P68402 whole entry, looked up): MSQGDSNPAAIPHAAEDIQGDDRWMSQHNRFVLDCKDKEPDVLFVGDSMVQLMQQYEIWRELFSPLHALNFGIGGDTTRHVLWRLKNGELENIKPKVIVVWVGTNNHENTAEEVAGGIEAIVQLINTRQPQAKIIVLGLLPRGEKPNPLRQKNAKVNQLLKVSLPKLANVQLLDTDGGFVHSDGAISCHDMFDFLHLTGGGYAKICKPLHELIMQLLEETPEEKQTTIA
Bcl-xL primary – Bcl-xL (human) inhibition; GST-Bcl-xL / FITC-Bim BH3 peptide fluorescence polarization; inhibition, % at 10.9 µM; hit rate 0.7% among 320,000; AID 2129;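 active means inhibition above the mean of all tested compounds plus 3 SD, cutoff set per campaign, cut at about 30% in these data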;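 further: 0% = DMSO wells and 100% = unlabeled Bim-BH3 peptide competitor; inhibitors lower millipolarization by displacing the labeled peptide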
Target sequence (Q07817 whole entry, looked up): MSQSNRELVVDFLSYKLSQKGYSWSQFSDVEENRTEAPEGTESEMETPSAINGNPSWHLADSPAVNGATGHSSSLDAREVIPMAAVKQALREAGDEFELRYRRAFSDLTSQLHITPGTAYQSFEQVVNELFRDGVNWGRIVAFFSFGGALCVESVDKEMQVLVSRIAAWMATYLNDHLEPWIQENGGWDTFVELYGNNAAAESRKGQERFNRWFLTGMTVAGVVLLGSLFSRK
PME-1 inh – blocks human protein phosphatase methylesterase 1. inhibition, % at 5.9 µM. recombinant PME-1, FP-Rh probe fluorescence polarization. Q9Y570. hit rate 0.53% among 320,000. AID 2130;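 active means inhibition above the campaign mean of all compounds plus 3 SD, cut at about 26% in these data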;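 further: competitive labeling of PME-1 active site by serine hydrolase directed probe; 0% = PME-1 with DMSO and 100% = wells lacking PME-1 enzyme; inhibitors block probe labeling so polarization falls and inhibition rises; many of its hits are not listed in these tables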
* hit, by the source's call; nt = no result given. Some of the compounds tested (hit frequency here may not be typical).

Values run as follows: PME-1 inh	MEX-5 binding	GLD-1 RNA inh	Bcl-xL primary	PAFAH1B2 inh	AHR activator	Fam108B inh	pPAFAH FP inh	MCL1-BIM inh
> CC(C)Cn1cnc2c1c(=O)n(CC(=O)NC(=O)NC(C)(C)C)c(=O)n2Cc1ccccc1
 : 0	1.7	3	5	1	-1	0	0	2
> CN(C)c1ccc(/C=N/NC(=O)CNC(=O)/C=C/c2ccco2)cc1
 : 1	-0.8	-4	-3	0	8	2	0	-4
> O=C(CSc1ccccn1)NC1CCCC1
 : -1	0.7	6	3	nt	1	-2	-1	2
> Cc1cc(=O)[nH]c(N2CCc3ccccc3C2)n1
 : 3	-0.2	7	2	2	1	-2	1	7
> CCCCNC(=S)NNC(=O)c1ccc2c(c1)OCO2
 : -5	1.3	-1	7	3	0	3	0	7
> O=C(O)c1cc(NC(=O)c2cccc(N3C(=O)c4ccccc4C3=O)c2)cc(C(=O)O)c1
 : -8	-2.4	-7	4	5	2	1	5	3
> CC1CC(C)CN(CCCNC(=O)C2CCCN(S(=O)(=O)N3CC(C)CC(C)C3)C2)C1 (stereo unspecified)
 : -12	1.5	-1	5	0	0	0	5	5
> CC1CN(C(=O)c2ccccc2)OC(c2ccc3c(c2)OCO3)O1 (stereo unspecified)
 : 1	-2.2	-4	2	-2	-5	-4	-3	-5
> COc1ccc(C2(C(=O)O)CCCC2)cc1
 : -4	-2.3	2	0	5	2	-2	2	0
> COC(=O)c1scc(C)c1NC(=O)C(Cl)c1ccccc1 (stereo unspecified)
 : 2	-0.1	-5	8	2	1	3	-2	9
> Cc1nc(Cl)sc1C(=O)Nc1cccc(Cl)c1
 : -4	-1.2	4	0	0	6	5	-8	-4
> Cc1ccc(-c2nnc(CSc3nncn3N)o2)cc1
 : 2	-1.5	1	-2	4	2	1	8	6
> CCOC(=O)C1(C)NC(c2ccco2)C2C(=O)N(c3ccccc3)C(=O)C21 (stereo unspecified)
 : 4	-0.7	2	0	0	2	-2	2	1
> CN(C)CCCNc1nc(N)c([N+](=O)[O-])c(NC2CCCCC2)n1
 : -2	0.0	0	2	-5	-1	-1	1	-2
> Clc1cccc(N2CCN(Cc3nnc(-c4ccccc4)o3)CC2)c1
 : -6	-2.4	-11	7	-3	-1	10	-1	7
> COc1cccc(C(=O)NCc2ccco2)c1
 : 3	1.5	2	4	0	6	1	-1	5
> COc1cc(/C=C/c2nc3ccc([N+](=O)[O-])cc3s2)ccc1OCC(=O)O
 : 2	0.7	-3	4	nt	2	-3	6	-1
> CCOc1ccccc1N/C=C/C(=O)C(C)(C)C
 : -2	1.6	2	7	7	2	1	-1	2
> Cc1cccc(N2CCN(C(=O)c3ccc(CNc4c(N5CCC(C)CC5)c(=O)c4=O)cc3)CC2)c1C
 : 3	-1.8	-10	0	-7	-3	-1	2	-6
> O=C(CN(Cc1ccc(Cl)cc1)C(=O)CN1C(=O)COc2ccccc21)NC1CCCC1
 : -20	-1.7	3	1	0	1	-3	8	-3
> CN(CC(=O)Nc1ccc(N2CCOCC2)cc1)Cc1cc(=O)n2ccsc2n1
 : -6	-3.2	-3	10	-1	43	-2	3	7
> O=C(CSc1nnc(CNC(=O)c2ccco2)o1)Nc1cccc(C(F)(F)F)c1
 : -4	4.0	4	-1	6	2	1	3	-4
> COc1ccc(OC)c(Cc2nnc(CCC(=O)NCc3ccsc3)o2)c1
 : -8	0.9	-4	6	2	6	-3	-4	1
> NC(=O)c1ccsc1NC(=O)COC(=O)Cc1c[nH]c2ccccc12
 : 1	-0.3	-3	-1	3	9	0	6	0
> CC1CCc2nn(CC(=O)NCc3ccc(F)cc3)cc2C1 (stereo unspecified)
 : -7	2.5	3	-3	5	0	-4	0	3
> COc1ccc2nc(NC(=O)c3ccc(NS(=O)(=O)c4cccs4)cc3)sc2c1
 : -35	-0.1	1	8	1	6	5	15	11
> COc1ccc(C(CNC(=O)c2cccc(NS(=O)(=O)c3ccc(C)c(F)c3)c2)N2CCCC2)cc1 (stereo unspecified)
 : 1	2.0	-6	0	5	-2	-3	6	0
> Cc1nc([N+](=O)[O-])c(C(=O)OCc2ccccc2F)n1C
 : -4	0.4	-4	1	1	3	3	-2	-2
> CCC(C)(C)n1nnnc1C(c1ccccc1F)N1CCC(C(N)=O)CC1 (stereo unspecified)
 : -4	2.9	5	2	4	5	-8	-7	6
> COC(=O)Nc1ccc(OC)c(OC)c1
 : -4	-0.5	-1	2	1	2	-6	-5	-1
> C[C@H](CO)N1C[C@H](C)[C@@H](CN(C)S(=O)(=O)c2ccc(F)cc2)Oc2ccc(NC(=O)c3ccncc3)cc2C1=O
 : nt	nt	3	nt	-1	-3	nt	2	nt
> CCC(NC(=O)OCc1ccccc1)C(=O)Oc1ccc2ccc(=O)oc2c1 (stereo unspecified)
 : -6	-3.1	-6	3	2	0	2	-5	3
> COC(=O)c1cc(=O)n(Cc2ccco2)c(=Nc2ccc(F)c(Cl)c2)s1
 : -14	1.0	9	-2	1	-3	-17	-6	-1
> Cc1ccccc1-n1c(-c2ccncc2)n[nH]c1=S
 : -12	0.3	7	-10	0	-2	-10	-3	0
> Fc1ccc(Nc2nc(NCc3ccco3)c3ccccc3n2)cc1
 : 0	2.3	-5	-3	-1	37	10	2	1
> CC1CCN(C(=O)C2CCN(S(=O)(=O)N3CCC4(CC3)OCCO4)CC2)CC1
 : -4	1.3	1	7	4	0	2	4	-2
> CCOC(=O)C1CCN(Cc2cc(C(C)(C)C)c(O)c(C(C)(C)C)c2)CC1
 : 2	-0.4	0	6	4	3	3	1	2
> O=C1C=CN2CCCC2CC1 (stereo unspecified)
 : nt	nt	4	nt	-2	-1	nt	6	nt
> Cc1ccc(C)c(N2CCN(C(=O)CCNS(=O)(=O)c3ccc4c(c3)oc(=O)n4C)CC2)c1
 : 8	-1.6	-8	2	5	3	0	8	7
> O=C(Nc1ccc2c(c1)CCC2)c1cnccn1
 : 2	-0.2	0	-2	6	3	-3	4	3
> O=C(Nn1cnnc1)c1ccncc1
 : -2	-0.9	-1	2	7	2	10	7	0
> CCc1ccc(OCC(=O)Nc2ccncc2)c(Br)c1
 : -108	1.2	1	4	7	1	-3	1	2
> O=C(c1ccc2ccccc2c1)N1CCc2ccccc21
 : 0	0.1	1	1	-2	1	4	-2	-2
> O=C(N1CCOCC1)N1CCC(NC(=O)C23CC4CC(CC(C4)C2)C3)CC1
 : -2	0.3	-1	4	0	1	-2	-3	1
> COc1ccc(C2/C=C\CN(CC(C)(C)C)CC(=O)N2Cc2ccc(F)cc2)cc1 (stereo unspecified)
 : -1	3.0	-5	-7	1	0	0	4	-9
> CC(C)c1ccc(NC(=O)COC(=O)C2CC3C=CC2C3)cc1 (stereo unspecified)
 : nt	nt	4	nt	2	3	nt	24	nt
> O=C(NNc1cc(Cl)cc(Cl)c1)c1cccs1
 : 6	-3.2	-3	9	-1	1	1	-2	2
> Clc1ccc(Nc2ccc(Cl)nn2)cc1
 : 2	-0.2	-4	-1	nt	-6	-2	1	1
> COc1ccc(COC(=O)C2=C(C)NC(=O)NC2c2ccc(O)cc2)cc1 (stereo unspecified)
 : -11	-2.7	4	6	-5	24	0	0	9
> CC(=O)c1cc(-c2ccccc2)n(CCC(=O)NC2CCCCCC2)c1C
 : -5	-0.2	6	3	4	5	1	4	4
> O=S(=O)(NC1CCCCC1N1CCOCC1)c1ccc(Cl)cc1 (stereo unspecified)
 : -3	0.0	-2	-2	9	-1	-1	3	-4
> Cc1nc([N+](=O)[O-])nn1C12CC3CC(CC(Cl)(C3)C1)C2
 : 2	-2.2	-3	3	10	1	3	5	7
> CCc1ccccc1NC(=O)C1(S(=O)(=O)c2ccc(C)cc2)CC1
 : 4	-0.8	3	4	5	3	0	1	5
> O=S1(=O)CCOC[C@H](c2ccccc2)N1Cc1ccccc1F
 : -6	2.1	6	-2	29*	0	3	3	-6
> Cc1nn(-c2ccccc2)c(C)c1NC(=O)COC(=O)CCc1ccccc1
 : 3	3.1	7	-4	5	-3	-5	7	-4
> COc1ccccc1Oc1c(C)oc2c(CN3CCN(CCO)CC3)c(O)ccc2c1=O
 : 41*	0.3	61*	95*	nt	8	47*	41*	112*
> Cc1ccc(NC(=O)c2ccc(Cl)c(N3C(=O)CCC3=O)c2)cc1
 : -4	1.9	7	6	0	2	0	1	10
> O=C(c1ccccc1)N1CCN(CC(O)COCC2CC=CCC2)CC1 (stereo unspecified)
 : -6	-1.8	5	8	5	-3	-1	2	9
> Cc1cc(C(=O)NCc2ccccc2Br)no1
 : -3	2.5	-6	2	0	1	-1	1	0
> N#CC1=C(N)S[C@@H](C(=O)c2ccc(F)cc2)[C@@H]1c1cccs1
 : 1	0.8	4	3	8	14	0	9	3

Later entries:
Values run as follows: PME-1 inh	MEX-5 binding	GLD-1 RNA inh	Bcl-xL primary	PAFAH1B2 inh	AHR activator	Fam108B inh	pPAFAH FP inh	MCL1-BIM inh
> COc1ccccc1NC(=O)CSc1nnnn1Cc1ccccc1
 : 7	4.2	-2	4	0	0	-1	-4	1
> O=S(=O)(c1ccc2ccccc2c1)N1CCN(C(=S)Nc2ccc(F)cc2)CC1
 : 4	nt	4	-1	-2	2	-4	2	1
> C[C@H](CO)N1C[C@H](C)[C@@H](CN(C)S(=O)(=O)c2cccs2)Oc2c(NS(=O)(=O)c3cn(C)cn3)cccc2C1=O
 : nt	nt	8	nt	0	-1	nt	2	nt
> C=CCON/C(CCC)=C1\C(=O)C(C(=O)OC)C(C)(C)CC1=NC (stereo unspecified)
 : -6	0.1	12	2	0	1	-2	4	5
> Cc1cc(C)n(CC(O)CN(c2ccccc2)S(=O)(=O)c2ccc3ccccc3c2)n1 (stereo unspecified)
 : 1	1.4	1	-3	1	3	-2	2	-11
> COc1cccc(N(CC(=O)N/N=C(\C)c2cccs2)S(C)(=O)=O)c1
 : -2	1.6	-2	6	2	1	2	2	4
> CC1CCN(CCC(=O)Nc2ccc(F)c(F)c2)CC1
 : -7	2.8	6	4	-2	-1	-3	3	1
> O=C(NCc1ccc2c(c1)OCO2)c1ccc(=O)[nH]c1
 : -5	1.7	1	2	0	1	0	4	-5
> O=C(O)Cn1nc(-c2ccccc2)c2ccccc2c1=O
 : 5	-2.2	10	3	3	0	0	8	-3
> Cc1ccc(NC(=O)Cc2nc(COC(=O)C(C)NS(=O)(=O)c3ccc(C)cc3)cs2)cc1 (stereo unspecified)
 : -7	nt	4	1	-2	18	nt	33*	-4
> O=C(CSc1nnc(-c2ccco2)n1-c1ccccc1)N1CCOCC1
 : 2	1.4	1	1	1	1	4	4	2
> CCNC(=S)N=Nc1c(O)[nH]c2ccc([N+](=O)[O-])cc12
 : 7	-4.9	-1	24	3	27	6	6	5
> Cc1ccc(/C=N/NC(=O)c2nn(C)cc2Cl)cc1
 : -2	-1.5	7	2	5	10	2	-1	1
> CCCCCC(=O)Nc1ccc(C(=O)N/N=C/c2ccc([N+](=O)[O-])cc2)cc1
 : -4	3.2	-1	1	2	1	-2	3	4
> CCOC(=O)c1c(NC(=S)Nc2ccccc2)sc2c1CC(C)(C)SC2
 : 5	2.8	-16	-5	2	20	-5	4	-13
> CC(C)c1ccc(C(=O)COC(=O)C(O)c2ccccc2)cc1 (stereo unspecified)
 : nt	nt	4	nt	13	1	nt	29*	nt
> CCOC(=O)c1nc(N)c(C(=O)OCC)[nH]1
 : 7	-0.7	0	-5	8	0	-4	6	-5
> CC(=O)Oc1ccc2c(=O)c(Oc3ccccc3[N+](=O)[O-])coc2c1
 : -1	2.4	3	6	0	6	-1	1	9
> Cc1ccc(-n2c3c(c(O)c(-c4ccccc4)c2=O)C(=O)CC(C)(C)C3)cc1
 : -3	-1.1	3	1	-1	-1	0	1	5
